Screens from PubChem.
NSD2 HMT inh = NSD2 (human) methyltransferase inhibition. inhibition, % at 12.5 µM. AID 743445. O96028. actives 0.54% (n = 310,000). NSD2 peptide methylation, AlphaScreen, 120 min; in the data active means inhibition above about 50%
Target sequence (O96028 whole entry, looked up): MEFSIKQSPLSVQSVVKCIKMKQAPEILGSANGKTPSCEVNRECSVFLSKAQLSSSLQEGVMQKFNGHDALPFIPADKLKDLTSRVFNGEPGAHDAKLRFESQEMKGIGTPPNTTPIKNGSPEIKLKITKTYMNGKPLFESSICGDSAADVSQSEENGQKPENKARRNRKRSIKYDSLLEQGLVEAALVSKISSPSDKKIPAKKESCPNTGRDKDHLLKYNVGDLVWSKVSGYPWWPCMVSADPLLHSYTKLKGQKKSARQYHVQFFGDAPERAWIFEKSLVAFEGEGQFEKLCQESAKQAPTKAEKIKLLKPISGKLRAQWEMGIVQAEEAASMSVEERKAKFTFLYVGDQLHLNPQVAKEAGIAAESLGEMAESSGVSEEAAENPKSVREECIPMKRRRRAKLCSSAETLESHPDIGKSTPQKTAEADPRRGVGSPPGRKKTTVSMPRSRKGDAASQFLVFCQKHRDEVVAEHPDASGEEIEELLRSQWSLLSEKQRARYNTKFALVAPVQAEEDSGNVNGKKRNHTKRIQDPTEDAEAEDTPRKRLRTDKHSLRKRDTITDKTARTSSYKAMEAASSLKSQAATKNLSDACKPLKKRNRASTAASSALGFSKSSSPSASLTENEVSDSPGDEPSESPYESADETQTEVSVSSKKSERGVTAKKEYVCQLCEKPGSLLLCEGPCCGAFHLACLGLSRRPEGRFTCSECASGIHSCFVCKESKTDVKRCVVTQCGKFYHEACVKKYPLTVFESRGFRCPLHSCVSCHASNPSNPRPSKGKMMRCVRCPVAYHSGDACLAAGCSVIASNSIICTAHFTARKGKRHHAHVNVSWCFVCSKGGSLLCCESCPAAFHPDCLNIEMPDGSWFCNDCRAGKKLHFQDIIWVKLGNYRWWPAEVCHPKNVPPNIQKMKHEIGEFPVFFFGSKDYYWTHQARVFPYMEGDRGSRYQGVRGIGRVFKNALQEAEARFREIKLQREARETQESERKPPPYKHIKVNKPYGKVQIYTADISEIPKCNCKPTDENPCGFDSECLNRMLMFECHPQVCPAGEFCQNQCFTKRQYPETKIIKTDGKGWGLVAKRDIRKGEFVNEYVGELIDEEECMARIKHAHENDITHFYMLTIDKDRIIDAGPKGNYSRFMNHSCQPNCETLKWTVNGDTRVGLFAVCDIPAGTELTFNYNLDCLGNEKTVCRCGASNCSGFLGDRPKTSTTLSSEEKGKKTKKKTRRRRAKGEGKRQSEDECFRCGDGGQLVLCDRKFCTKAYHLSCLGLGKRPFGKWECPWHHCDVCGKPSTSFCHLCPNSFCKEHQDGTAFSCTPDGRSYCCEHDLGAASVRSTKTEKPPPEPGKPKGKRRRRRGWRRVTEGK
PvdQ inh = blocks Pseudomonas aeruginosa PvdQ acylase activity | purified PvdQ acylase, fluorescence plate reader | inhibition, % at 10 µM | actives 0.063% (n = 340,000); in the data active means inhibition above about 30%, passing the limit was not always enough;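 further: 0% = vehicle neutral wells and 100% = reference inhibitor wells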
PfHsp90 set2 = reduces growth (ATP signal) of yeast expressing P. falciparum Hsp90; S. cerevisiae expressing PfHsp90, BacTiter-Glo ATP, 48 h; yeast lacking PDR1 and PDR3 efflux regulators; actives 0.32% (n = 310,000); inhibition, % at 9.4 µM;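 active means every replicate shows inhibition above about 80%, whatever the replicate mean, limit read from the data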;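 further: 0% = DMSO neutral controls and 100% = 20 µM radicicol positive controls; yeast relying on Plasmodium falciparum Hsp90 in place of its own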
RTF Ca sens inh = cardiac RTF calcium desensitization; inhibition, % at 7.15 µM; AID 493244; actives 0.12% (n = 340,000); P19429+P45379; IANBD-labeled cardiac RTF, Ca2+ fluorescence;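 active means inhibition above the mean inhibition of all tested compounds plus 3 SD, cut at about 17% in these data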;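 further: assay run at fixed EC70 calcium of 1.6 mM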
C-LANA FP = KSHV C-LANA DNA binding inhibition. MBP-C-LANA/FAM-LBS DNA binding, fluorescence polarization. inhibition, % at 9 µM. actives 0.078% (n = 340,000). AID 504423;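 active means highest replicate inhibition at or above 60% at 9 µM, even if other replicates fall short; inactive means all replicates below 60% inhibition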;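 further: 0% = neutral control wells and 100% = 4 µM acridine orange control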
CDK5 p35 inh = CDK5/p35 (human) kinase inhibition; Recombinant CDK5/p35, ADP-Glo luminescence, 60 min; actives 0.01% (n = 330,000); inhibition, % at 10 µM;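 active means highest replicate inhibition of at least 50% and at least 75% of replicates reaching 50%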;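 further: plate controls were DMSO neutral control for no effect and GW8510 at 10 µM for full effect; many of its hits are not listed in these tables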
RTF Ca sens act = cardiac RTF calcium sensitization. P19429+P45379. IANBD-labeled TnC RTF fluorescence at EC20 calcium; 0% EC20 calcium, 100% full calcium. actives 0.24% (n = 340,000). activation, % at 7.2 µM;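 active means activation above the mean over all tested compounds plus 3 SD, cut at about 30% in these data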;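 further: rise in fluorescence read as greater calcium sensitivity of cardiac thin filaments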
SUMO Mot1 rescue = SUMOylation pathway inhibition by Mot1-301 growth rescue; S. cerevisiae Mot1-301 growth rescue, ATP luminescence, 38.5C; percent above DMSO median, 100 means doubled; growth rescue, % at 18.8 µM; actives 1% (n = 320,000); AID 2716;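 active means every valid replicate shows activation above 250% relative to neutral control wells; inactive means the rest, any valid replicate at or below 250%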;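 further: OY570 slx delta 5 strain wells were the positive control but not used for scaling; some compounds called inactive have numbers as strong as hits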
dFosB act = enhances mouse delta FosB homodimer DNA binding | P13346 | purified delta FosB, TAMRA-CDK5 oligo fluorescence polarization; percent of positive-control signal above neutral wells | activation, % at 25 µM | actives 0.99% (n = 340,000) | AID 493131;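 active means mean activation above about 17%, with every replicate also reaching it, limit read from the data, passing the limit was not always enough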;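 further: fluorescence polarization rise as delta FosB binds a TAMRA Cdk5 AP-1 oligo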
Keap1 Nrf2 FP = inhibitors of human Keap1-Nrf2 protein-protein interaction. actives 0.15% (n = 340,000). inhibition, % at 9.4 µM. Q14145. AID 504523. Keap1 Kelch-Nrf2 peptide fluorescence polarization, 1536-well; in the data active means inhibition above about 12%;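 further: human Keap1 Kelch domain with fluorescein labeled Nrf2 9mer peptide probe; 0% = neutral control wells and 100% = peptide positive control; higher means more block of Keap1 binding to Nrf2 peptide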
Rtt109 HAT inh = inhibitors of Candida albicans Rtt109/Vps75 histone acetyltransferase; Q5AAJ8; purified Rtt109/Vps75, ThioGlo CoA-SH fluorescence, 4 h; inhibition, % at 34.9 µM; actives 0.16% (n = 330,000);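 active means inhibition of at least 50% in every replicate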
The depositor's hits bear a star; · = no result given. Random draw from the library; overall some 3.2% were active at least once.

SMILES	NSD2 HMT inh	PvdQ inh	PfHsp90 set2	RTF Ca sens inh	C-LANA FP	CDK5 p35 inh	RTF Ca sens act	SUMO Mot1 rescue	dFosB act	Keap1 Nrf2 FP	Rtt109 HAT inh
Cc1nnc(SCc2cn3ccsc3n2)n(N)c1=O	-1.5	-0.8	-14.9	3.6	-2.4	-1.1	-3.2	-4.7	1.7	-1.7	3.7
O=C(NCc1ccco1)c1cc(-c2ccco2)on1	1.8	4.6	·	4.6	-0.1	0.3	-1.9	-0.8	-0.3	-2.9	15.2
c1ccc(C(c2nnnn2Cc2ccco2)N2CCN(c3nc4ccccc4s3)CC2)cc1 (configuration not stated)	-0.1	-12.0	-26.1	-9.1	2.1	0.0	-1.5	19.9	2.0	4.5	2.1
COc1ccc(NC(=O)N(C)C[C@H]2Oc3ccc(NS(=O)(=O)c4cn(C)cn4)cc3C(=O)N([C@H](C)CO)C[C@@H]2C)cc1	·	4.5	5.4	-3.8	-0.8	0.0	-6.1	·	3.2	-0.9	3.0
COc1ccccc1N(CC(=O)N/N=C/c1ccccc1C(=O)O)S(C)(=O)=O	2.2	-12.6	7.6	-19.5	1.0	1.7	0.6	-0.2	2.0	-5.0	5.4
Cc1ccccc1OCCCCCNCCO	-0.4	-14.5	9.8	2.3	0.2	-1.1	9.6	·	3.4	-2.1	-2.5
O=C(CN(Cc1ccccc1Cl)C(=O)Cn1nnc(-c2cccs2)n1)NCC1CCCO1 (configuration not stated)	·	8.5	4.1	-2.2	-0.2	-1.2	-4.3	-6.9	-10.0	-3.1	·
COC(=O)C1(NC(=O)NC23CC4CC(CC(C4)C2)C3)CCCCC1	-0.5	-7.6	19.5	1.9	0.6	0.2	-5.2	-9.5	0.8	4.7	-8.4
Cc1cc(=O)oc2ccc(OCC(=O)N3CCC(C)CC3)cc12	0.2	-11.7	-34.6	-8.3	-3.0	-2.4	-6.2	-2.2	-7.5	-4.3	1.1
COc1cc2oc(=O)cc(-c3ccc(-c4ccc(O)cc4)cc3)c2c(OC)c1OC	·	1.2	-23.6	-1.9	0.8	-1.0	-1.1	·	0.0	0.4	-3.1
COc1ccc(C(=O)OCC(N)=O)cc1[N+](=O)[O-]	0.7	18.0	-2.5	-26.5	19.7	-0.8	2.7	-3.1	-8.8	1.1	-6.3
COC(=O)c1c(CSc2ccc(C)c(C)c2)noc1C(=O)NCc1ccc(OC)cc1	·	-12.2	-24.0	-0.8	2.3	0.1	-0.4	91.3	-2.3	-5.4	9.7
COc1cc(C2NC(=O)NC(O)(C(F)(F)F)C2C(=O)c2ccc(Cl)cc2)ccc1O (configuration not stated)	-8.5	-18.2	-32.1	8.3	2.6	0.4	-2.0	-25.8	0.1	3.9	0.2
O=C(COc1ccc(Br)cc1Cl)NCCCN1CCOCC1	-0.5	-2.7	8.4	-7.6	0.2	0.8	-1.8	240.4	-2.4	3.7	-1.8
Cc1cccc(NC(=O)CSc2nnc(-c3ccco3)c(-c3ccco3)n2)c1	7.7	2.8	5.9	1.8	1.1	-2.2	2.0	·	-10.8	2.7	-5.6
CCOc1ccc2[nH]cc(S(=O)(=O)c3ccc(F)cc3)c(=O)c2c1	·	-17.0	-30.1	-2.8	-0.4	-1.7	1.1	-7.9	-10.5	-1.7	11.7
COc1cc(C(=O)Nc2ccccc2C2COC(=O)C2=N)cc(OC)c1OC (configuration not stated)	-2.3	0.5	-10.0	-1.1	-0.9	0.0	1.4	5.2	-0.3	-1.2	0.3
Cn1c(Cn2cnc([N+](=O)[O-])n2)nnc1SCC(=O)Nc1ccccc1	-1.9	-3.8	-64.1	17.1*	0.8	1.2	-1.3	30.9	-4.0	0.5	-4.1
CC1(C)CC(=O)C=C(c2ccc(Cl)c(C(F)(F)F)c2)C1	·	7.4	-4.1	-18.1	-6.8	-1.8	-5.1	-4.6	3.1	-3.2	11.2
OCCSc1ncnc2c1oc1ccccc12	0.1	2.0	-3.4	-2.8	0.5	0.4	4.0	205.0	-6.2	-6.1	3.5
CNC(=S)N(CCN(C)C)Cc1cc2cc3c(cc2[nH]c1=O)OCO3	3.4	-5.4	-3.4	1.7	2.7	-0.9	-1.1	6.0	6.4	-8.4	-3.0
O=C(c1cc2sccc2n1Cc1ccc(F)cc1)N1CCCc2ccccc21	0.4	-10.2	-14.4	-1.3	-0.5	-1.3	1.4	·	-7.9	-2.3	-2.6
Nc1cc(N)cc(-c2nc3ccccc3o2)c1	·	-19.6	18.8	-11.1	1.3	-0.4	1.8	88.1	-11.5	-3.5	5.1
O=C(CNc1cccc(Cl)c1)NNC(=S)NCc1ccccc1	2.4	-0.8	-6.3	2.8	-0.8	0.0	-7.5	-3.1	·	-2.0	1.6

As a short view, some entries already given.
SMILES	NSD2 HMT inh	PvdQ inh	PfHsp90 set2	RTF Ca sens inh	C-LANA FP	CDK5 p35 inh	RTF Ca sens act	SUMO Mot1 rescue	dFosB act	Keap1 Nrf2 FP	Rtt109 HAT inh
COc1cc(C2NC(=O)NC(O)(C(F)(F)F)C2C(=O)c2ccc(Cl)cc2)ccc1O (configuration not stated)	-8.5	-18.2	-32.1	8.3	2.6	0.4	-2.0	-25.8	0.1	3.9	0.2
O=C(COc1ccc(Br)cc1Cl)NCCCN1CCOCC1	-0.5	-2.7	8.4	-7.6	0.2	0.8	-1.8	240.4	-2.4	3.7	-1.8

More records
SMILES	NSD2 HMT inh	PvdQ inh	PfHsp90 set2	RTF Ca sens inh	C-LANA FP	CDK5 p35 inh	RTF Ca sens act	SUMO Mot1 rescue	dFosB act	Keap1 Nrf2 FP	Rtt109 HAT inh
N#C/C(=N\Nc1cccc(C(F)(F)F)c1)C(=O)c1csc(-c2cccnc2)n1	11.0	-13.8	-9.4	5.1	1.9	-2.4	2.5	21.6	-2.4	-2.1	-11.9
CCOc1ccc2c(c1)C(C)=CC(C)(C)N2S(=O)(=O)c1ccc(NC(C)=O)cc1	0.4	-18.3	17.0	-5.1	0.0	-0.9	-4.4	5.2	-17.6	-2.2	15.2
COc1ccccc1N(Cc1cc(=O)[nH]c2ccccc12)C(=O)c1ccccc1	0.9	-6.0	18.8	0.5	-0.1	-2.2	-1.6	-3.3	-8.8	-3.7	7.1
CCn1cc(CCCC(=O)NCc2ccccc2OC)c2ccccc21	-0.9	-8.6	0.1	1.5	0.4	0.2	-4.4	888.5*	-11.2	-3.2	5.8
CCOC(=O)[C@H]1[C@H]2COc3ccc(OC)cc3[C@@H]2N2C(=O)CN(Cc3ccc(Cl)cc3)C(=O)[C@@]12C	·	-13.2	-5.8	-7.5	3.3	-0.5	10.6	27.1	-3.6	-2.9	4.5
CCOC(=O)c1cc(-c2ccc(C)cc2)n(CCC(=O)NCCN(C)C)c1C	·	-15.5	0.3	3.4	-0.2	0.4	-6.0	-17.1	-4.5	1.5	-4.1
O=C(c1ccccc1NS(=O)(=O)c1ccc(F)cc1)N1CCCC1	3.4	-16.2	·	-2.0	-1.8	-3.8	-6.3	-14.0	-2.7	-3.1	-13.3
COc1ccc(NC(=O)C2=NN(C3CCS(=O)(=O)C3)C(=O)CC2)cc1S(N)(=O)=O (configuration not stated)	-0.9	-10.9	0.7	-8.2	-2.4	-1.6	4.0	-7.3	-2.9	-3.2	4.3
CC(=O)c1cc(-c2ccccc2)n(CC(=O)N2CCC(C)CC2)c1C	0.4	1.6	1.5	8.9	-0.9	-1.4	3.1	7.9	-6.2	-3.1	-6.3
COc1ccc(C(C)C)cc1S(=O)(=O)N1CCC(C(=O)NCC2CCCO2)CC1 (configuration not stated)	-3.1	-10.3	-10.9	-3.9	0.4	0.5	0.3	3.1	-6.7	3.5	-3.1
O=C(Nc1ccc(Oc2ccc(S(=O)(=O)N3CCOCC3)cn2)cc1)c1ccco1	-2.8	3.1	-47.2	2.6	0.3	1.0	-2.2	213.7	3.0	1.4	10.0
Cc1ccc(S(=O)(=O)N2CCOCC2)cc1C(=O)N(Cc1nnc(-c2ccccc2Cl)o1)C1CC1	7.6	-13.0	-20.0	-1.1	1.4	-0.3	1.2	13.2	-7.4	6.5	-7.2
Cc1cc2occ(CC(=O)NC3CCCc4ccccc43)c2cc1C (configuration not stated)	0.5	10.5	-14.0	3.1	0.5	0.2	-3.9	-3.1	-4.7	-0.9	12.6
CC1=NN(C(C#N)c2cccc([N+](=O)[O-])c2)C(C)(C)C1 (configuration not stated)	-1.8	-7.2	14.1	4.4	-0.6	-0.2	4.7	136.5	2.2	-5.8	3.7
COc1cccc(C2CC(=O)N3CN(c4ccccc4F)CSC3=C2C#N)c1 (configuration not stated)	·	5.3	3.4	-6.1	-0.2	1.4	3.0	9.6	-10.9	0.2	6.9
FC(F)(F)c1cc(C(F)(F)F)n2nc(-c3sccc3-n3cccc3)cc2n1	2.8	-13.2	·	-5.9	-0.8	-2.5	-2.6	12.9	-9.4	-2.3	4.7
COCCN1C=C(C(=O)OC)C(c2ccccc2C(F)(F)F)C(C(=O)OC)=C1	-7.3	-8.7	7.4	2.7	-0.9	-0.9	-2.8	12.0	-8.0	-7.3	-61.9
FC(F)(F)c1ccc(-c2cccc3c2C2CC3CCN2Cc2ccccc2)cc1 (configuration not stated)	·	2.7	6.6	-2.9	-0.7	-1.2	-2.8	·	8.0	-2.1	-0.2
NNC(=O)c1ccc(Cn2cc(Br)cn2)o1	-1.6	0.8	8.2	-1.3	-1.0	-1.4	-6.5	-2.9	-6.0	2.8	-3.8
O=C(Nc1ccc(N2CCOCC2)cc1)c1ccc(S(=O)(=O)NCc2ccco2)cc1	·	-12.8	15.0	-3.4	0.0	0.9	1.7	-10.5	5.4	3.2	-7.8
O=C(CSc1nnc(COc2cccc3cccnc23)o1)N1CCCC1	-1.7	-11.5	·	-7.0	-2.3	0.0	-0.8	1.9	-7.2	0.0	1.7
COc1cc2c(cc1OC)C(C)N(C(=O)c1c(C)noc1C)CC2 (configuration not stated)	8.8	6.1	-1.5	-7.9	0.2	-0.9	0.5	0.7	-5.1	0.6	6.3
COc1ccc(CNC(=O)Cn2nc(Cc3cccnc3)c3ccccc3c2=O)cc1	·	-8.9	8.8	-5.3	2.8	-0.5	-2.0	438.9*	0.5	1.8	-2.4
CC(=O)c1c(C)[nH]c(C(=O)COC(=O)CCCOc2ccccc2)c1C	0.9	5.6	-3.0	8.2	-1.7	-1.7	-5.9	-2.9	-9.2	0.3	4.3
Cc1cc(=O)n2[nH]c(-c3ccsc3-n3c(C)ccc3C)cc2n1	-1.0	-16.3	9.3	-9.6	1.2	2.0	4.4	-10.4	-12.7	-1.3	10.4
Cc1ccc(-n2c(C)cc(C(=O)COc3cccnc3[N+](=O)[O-])c2C)cc1	2.7	-1.9	18.4	9.3	-0.3	-0.3	-3.7	-7.1	3.5	1.3	-0.6
c1ccc(-n2nnnc2-c2cccc3ccccc23)cc1	-3.7	6.1	·	-3.5	-0.2	0.7	-0.9	·	-1.4	3.3	15.8
CCNC(=S)N1CCN(S(=O)(=O)/C=C/c2ccccc2)CC1	2.2	-19.0	-9.2	3.0	0.1	-3.4	8.9	54.9	-1.2	-2.6	0.2
